Bioassay records deposited in PubChem by National Center for Advancing Translational Sciences (NCATS).
aSyn tox rescue: alpha-synuclein toxicity suppression in yeast; AID 1347070; S. cerevisiae alpha-synuclein toxicity rescue, BacTiter-Glo growth, 24 h; Potency, µM (top dose mostly 46.1 µM), for the others: at the highest dose growth rescue (activation), usual class: activators; 94,000 compounds, 0.02% hits; active means well fitted activation curve with a large enough effect; inconclusive means small, poorly fitted or top-dose-only effect; further: 0% is about no effect
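Growth restoration measured by BacTiter-Glo luminescence after 24 hr at 30 deg C; alpha-synuclein yeast, raffinose-pregrown to mid-log, were added at OD600=0.02 in galactose medium onto pinned compounds.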
The depositor's hits bear a star; ? = inconclusive; [ ] = remark or other dose. Potency means the concentration at half of the fitted maximal effect. These rows are one share of the data; the hit share may differ from the screen's.

SMILES	aSyn tox rescue
COCCNC(=O)CSc1nc(-c2ccccc2C)nc2c1c(=O)n(C)c(=O)n2C	2%
COc1ccc(CCCc2nnc(SCC(=O)Nc3cccc(C)c3)o2)cc1	2%
CCC(=O)N(C)C[C@@H]1Oc2ncc(Br)cc2C(=O)N([C@H](C)CO)C[C@H]1C	-2%
Cc1ccc(CSc2nnc3[nH]c(=O)cc(C)n23)cc1	0%
Cn1c(N)c(C(=O)/C=C/c2ccccc2)c(=O)[nH]c1=O	9%
CCOC(=O)c1cccc(NC(=O)CC2C(=O)N(c3ccc(F)cc3)C(=O)N2C(C)C)c1 (stereo unspecified)	5%
CCOC(=O)N1CCc2c(sc3c2c(=O)n(-c2ccc(CC)cc2)c(=O)n3Cc2cccc(OC)c2)C1	3%
O=C(NC1CCCCC1)c1cc(-c2ccccn2)nc2ccccc12	2%
COc1cccc(-c2ccnc3c(-c4ccccc4)c(C)nn23)c1	12%
O=C(CSc1ncn[nH]1)Nc1nc2c(F)c(F)c(F)cc2s1	-1%
O=C(CCS(=O)(=O)c1ccc(F)cc1)Nc1nnc(-c2ccco2)o1	-3%
CSc1ccc(S(=O)(=O)N2CCC(C(=O)N3CCc4ccccc4C3)CC2)cc1	15%
Cc1ccc(-n2c(=O)c3ccc(C(=O)NCc4ccco4)cc3n(Cc3cccc(Cl)c3)c2=O)cc1	-8%
CC(C)c1ccc(C(=O)Nc2cccc3cccnc23)cc1	-3%
CN(C)CCNC(=O)c1ccc(-n2c(-c3ccccc3)cc3c2CCCC3)cc1	-6%
CCCOc1ccc(CC2C(=O)Nc3ccc(Br)cc32)cc1 (stereo unspecified)	1%
COc1cc(/C=C/c2ccc3cccc(O)c3n2)cc(Cl)c1OC	-8%
Cc1nnc(NC(=O)C2CCN(C(=O)c3ccco3)CC2)s1	-11%
Cc1cc(Cl)ccc1OCC(=O)OCC(=O)Nc1ccc(Cl)cn1	-2%
CCC(C(=O)NCc1ccco1)n1nc(C)c2c(C)n(-c3ccc(C)cc3)nc2c1=O (stereo unspecified)	2%
O=C(Nc1ccc2ccccc2c1)c1ccccc1O	-20%
COc1ccc(-c2nc(S(=O)(=O)c3ccc(Cl)cc3)c(N3CCCCCC3)o2)cc1	?
CC(=O)N1c2nc(-c3ccco3)nn2C2(CCCCC2)[C@@H]2CCCC[C@@H]21	-8%
COCCNC(=O)CSc1c(C)cnc2c1c(=O)n(C)c(=O)n2C	-1%
CCOCCCNC(=O)CCCn1nc(C)n2c(cc3sccc32)c1=O	10%

Some values from above.
`CCC(=O)N(C)C[C@@H]1Oc2ncc(Br)cc2C(=O)N([C@H](C)CO)C[C@H]1C` in aSyn tox rescue shows -2%
`O=C(CSc1ncn[nH]1)Nc1nc2c(F)c(F)c(F)cc2s1` in aSyn tox rescue shows -1%
`CCC(C(=O)NCc1ccco1)n1nc(C)c2c(C)n(-c3ccc(C)cc3)nc2c1=O` (stereo unspecified) in aSyn tox rescue shows 2%
`O=C(NC1CCCCC1)c1cc(-c2ccccn2)nc2ccccc12` in aSyn tox rescue shows 2%
`Cc1cc(Cl)ccc1OCC(=O)OCC(=O)Nc1ccc(Cl)cn1` in aSyn tox rescue shows -2%
`CC(C)c1ccc(C(=O)Nc2cccc3cccnc23)cc1` in aSyn tox rescue shows -3%

Among those listed so far, 3 have an NH in an aromatic ring.
SMILES	aSyn tox rescue
Cc1ccc(CSc2nnc3[nH]c(=O)cc(C)n23)cc1	0%
Cn1c(N)c(C(=O)/C=C/c2ccccc2)c(=O)[nH]c1=O	9%
O=C(CSc1ncn[nH]1)Nc1nc2c(F)c(F)c(F)cc2s1	-1%

The main list resumes; the 2 compounds before the break are reprinted first.
SMILES	aSyn tox rescue
COCCNC(=O)CSc1c(C)cnc2c1c(=O)n(C)c(=O)n2C	-1%
CCOCCCNC(=O)CCCn1nc(C)n2c(cc3sccc32)c1=O	10%
O=S(=O)(c1ccc(SCc2c(F)cccc2Cl)nc1)N1CCCC1	-5%
CC1Cc2nc(SCC(=O)N3CCCC3)n(C)c(=O)c2S1 (stereo unspecified)	3%
COc1cccc(C2=NN(S(C)(=O)=O)C(c3cn(-c4ccccc4)nc3-c3cccs3)C2)c1 (stereo unspecified)	3%
COc1ccc(CNc2oc(COc3cccc(C)c3)nc2C#N)cc1	?
O=C(COc1ccc(F)cc1)Nc1ccccc1C(=O)OCc1cc(=O)n2ccsc2n1	-12%
COc1ccc(C(=O)Oc2ccc(C(c3c(C)[nH][nH]c3=O)c3c(C)[nH][nH]c3=O)cc2)cc1	-2%
Cc1sc2ncn(CC(=O)NCCCC(=O)N3CCN(c4ccccc4F)CC3)c(=O)c2c1C	5%
Fc1ccc2ncc3c(-c4ccccc4)n[nH]c3c2c1	3%
COc1ccc(-c2cc(C(F)(F)F)nc(NCc3ccccc3)n2)cc1OC	1%
CCN1CCN(Cc2c(O)ccc3oc(C)c(C(=O)Nc4ccc(C)cc4C)c23)CC1	4%
Cc1ccc(C)c(CN2C(=O)c3ccccc3S(=O)(=O)c3ccc(C(=O)NCCC4=CCCCC4)cc32)c1	4%
Cc1cc(C(C)(C)C)ccc1OC(=O)C1=CC=CN2CCS(=O)(=O)N=C12	-2%
Cn1nc(C(=O)Nc2ccc(F)c(Cl)c2)c2c1-c1ccccc1S(=O)(=O)C2	-1%
Cc1ccc(C(=O)CSc2ccc(-c3cccnc3)nn2)cc1	-38%[inhibitor]
COc1cccc(NC(=O)c2cccc(S(=O)(=O)N3CCN(Cc4ccccc4)CC3)c2)c1	-14%
COc1ccc(CNS(=O)(=O)c2cc3c(cc2C)n(C)c(=O)c(=O)n3C)cc1	-1%
CN(C)Cc1c(C(=O)N/N=C/c2ccccc2OCc2c(F)cccc2Cl)nnn1-c1nonc1N	5%
O=C(N/N=C/c1ccc(-c2cccc([N+](=O)[O-])c2)o1)c1cccs1	2%
CN(C)S(=O)(=O)c1ccc2c(c1)N(CC(=O)N1CCC(C(N)=O)CC1)CCS2	5%
COCCN(C(=O)COC(=O)c1cc(C)n(-c2ccccc2)c1C)c1c(N)n(Cc2ccccc2)c(=O)[nH]c1=O	13%
O=C(Nc1ccc(F)c(Cl)c1)c1ccccc1NC(=O)C1CCCCC1C(=O)O (stereo unspecified)	7%
COc1ccc(N2CCN(C(=O)c3nc(-c4ccc(Cl)cc4)n4c3CCCCC4)CC2)cc1	1%
Cc1cc2[nH]c(=O)c(=O)[nH]c2cc1S(=O)(=O)Nc1ccc(OC(F)(F)F)cc1	1%
Cc1ccc2oc(-c3ccc(C)c(NC(=O)c4ccc(C(C)(C)C)cc4)c3)nc2c1	-11%
COc1ccc(NC(=O)CN(c2cc(C)cc(C)c2)S(=O)(=O)c2c(C)noc2C)cc1Cl	2%

A stretch of the results above, for reference:
SMILES	aSyn tox rescue
O=S(=O)(c1ccc(SCc2c(F)cccc2Cl)nc1)N1CCCC1	-5%
CC1Cc2nc(SCC(=O)N3CCCC3)n(C)c(=O)c2S1 (stereo unspecified)	3%

Next part.
SMILES	aSyn tox rescue
CCOc1ccc(CN(C)CC(=O)NCc2ccccc2Cl)cc1	5%
CCc1cc(C(=O)c2ccc(OC)cc2)c(NC(=O)CN2CCN(C)CC2)s1	0%
COc1ccc(C(=NN)c2ccc(OC)cc2)cc1	6%
COc1ccc(N2CC(NC(=O)c3ccc4c(c3)OCO4)CC2=O)cc1 (stereo unspecified)	-14%
CN(CC(=O)N1CCN(c2ccccc2)CC1)C1CCCc2ccccc21 (stereo unspecified)	1%
Cc1cc(C)c(CSc2nnc(C)n3c2cc2occc23)c(C)c1	7%
Cc1ccc(OCC(=O)NNC(=O)c2ccc(-n3cncn3)c([N+](=O)[O-])c2)cc1	9%
CCNC(=O)C1CC(=O)N(CCCc2ccccc2)C(=Nc2ccccc2)S1 (stereo unspecified)	-1%
O=C(Cn1cnnn1)NCCc1ccc(Cl)cc1Cl	-5%
COc1ccc(C2C(C(=O)NCc3ccccn3)CCC(=O)N2c2cc(OC)c(OC)c(OC)c2)cc1 (stereo unspecified)	2%
CC(=O)c1cccc(NC(=O)CCc2c(C)nc3c(-c4ccc(F)cc4)c(C)nn3c2C)c1	-9%
COc1ccccc1CNC(=O)CSc1nc(=O)[nH]c2c1CCC2	4%
O=C(C1CC1)N1CCN(c2nc3ccc(F)cc3s2)CC1	-3%
Cc1c(Cl)cccc1NC(=O)Cn1c(=O)cc(C)c2c(C)nn(-c3cccc(F)c3)c21	-1%
COc1ccc(-c2nc3n(n2)C(c2ccccc2F)C(C(=O)Nc2cccnc2)=C(C)N3)cc1OC (stereo unspecified)	-8%
CCOC(=O)N1CCc2c(sc3c2c(=O)n(Cc2ccccc2)c(=O)n3Cc2ccc(C)cc2)C1	9%
Nn1c(SCC(=O)Nc2c(Cl)cccc2Cl)nncc1=O	2%
COc1ccccc1CNC(=O)COC(=O)CSc1ccc(C)c(C)c1	0%
CCOC(=O)c1cc(-c2ccc(OC)cc2)n(CCC(=O)NC2CCCCC2)c1C	-14%
Cn1c(CNC(=O)CSc2n[nH]c(-c3ccccc3Cl)n2)nc2ccccc21	-19%
O=C(c1cccc(S(=O)(=O)N2CCCC2)c1)N1CCCC(C(F)(F)F)C1 (stereo unspecified)	3%
NS(=O)(=O)c1ccc(NC(=S)NC(=O)c2cccc(Br)c2)cc1	6%
Cc1cccc(Oc2ccc(NC(=O)CCC(=O)OCC(=O)c3ccc(Br)cc3)cc2)c1C	4%
COc1cccc2sc(N(CCCN(C)C)C(=O)C(c3ccccc3)c3ccccc3)nc12	-15%
CN(Cc1ccccc1)c1ncnc2onc(-c3ccc(F)cc3)c12	-1%

Following part:
SMILES	aSyn tox rescue
CCCNC(=O)CN1C(=O)CSc2ccc(S(=O)(=O)N3CCC(C)CC3)cc21	4%
Cn1c(C(=O)NCCCN2CCc3ccccc3C2)cc2c(=O)n(C)c3ccccc3c21	-41%[inhibitor]
COc1ccc2nc3n(c(=O)c2c1)-c1ncccc1C(=O)NC3CC(C)C (stereo unspecified)	-3%
Cc1cccc(NC(=O)CSc2nc3ccccc3nc2N2CCCCC2)c1	6%
COc1ccc(-c2ccnc3c(-c4ccc(F)cc4)c(C)nn23)cc1OC	-1%
Nc1c(C(=O)Nc2ccccc2)sc2nc(N3CCOCC3)c3c(c12)CCCC3	-33%[inhibitor]
CCCOc1ccc(C(=O)CCC(=O)OC(C)C(=O)Nc2ccc(NC(C)=O)cc2)cc1 (stereo unspecified)	5%
Cc1nc(N)ncc1CCC1OCCO1	3%
COc1ccc(NC(=O)c2ccco2)cc1NC(=O)COc1ccc(Cl)cc1C	-1%
COc1ccc(CCNC(=O)CCc2ccsc2)cc1OC	7%
CCC/C=N/NC(=O)C1COc2ccccc2O1 (stereo unspecified)	5%
Cc1ccc2c(CC(=O)Nc3ccccc3C(F)(F)F)coc2c1C	1%
CCc1ccc(S(=O)(=O)NCCc2csc3nc(-c4ccccc4)nn23)s1	26%
CC(C)c1ncc(CO)n1Cc1c(Cl)cccc1Cl	12%
COc1ccccc1N1CC(C)(C)C(=O)N(C(=O)c2c(F)cccc2Cl)C1=S	7%
O=C1CCc2cc(S(=O)(=O)NC3CCCCC3)cc3c2N1CC3	5%
Cc1ccc(OCCC(=O)O)cc1	5%
COc1ccc(CNC(=O)c2cnn(-c3ccccc3)c2-n2cccc2)cc1OC	-13%
Cc1cc(C)cc(NC(=O)C2CCCN2S(=O)(=O)c2ccc3c(c2)C(C)(C)C(=O)N3C)c1 (stereo unspecified)	2%
O=C(CCC(=O)c1ccc(Oc2ccccc2)cc1)Nc1cccc(Cl)c1	-6%
COc1ccc(N(CC(=O)Nc2cc(C)ccc2C)S(=O)(=O)c2c(C)nn(C)c2C)cc1	-7%
O=C(Cn1nnc(-c2ccccc2)n1)NNC(=O)c1ccc(Br)cc1	-3%
O=C1CCN(Cc2ccccc2)C(=O)N1c1ccccc1	-3%
Cc1cc(S(=O)(=O)Nc2cc3c(cc2Cl)n(C)c(=O)c(=O)n3C)ccc1F	-8%
COc1cccc(Cl)c1NC(=O)N1CCc2c([nH]c3ccccc23)C1C(F)(F)F (stereo unspecified)	4%

Continuation.
SMILES	aSyn tox rescue
CCS(=O)(=O)c1ncc(Cl)c(C(=O)Nc2c(C(=O)c3ccc(C)cc3)oc3ccccc23)n1	13%
O=C(CNC(=O)c1ccc(Br)o1)Nc1cccc(S(=O)(=O)N2CCOCC2)c1	7%
CCCCN(CC)CCNC(=O)C1CCN(S(=O)(=O)c2cccc3nsnc23)CC1	7%
NC(=O)c1nc(-c2ccc(F)c(F)c2)nc2c1[nH]c(=O)n2-c1cccc(Cl)c1	1%
CCSc1nnc2c(n1)OC(c1ccc(OC)c(OC)c1)N(C(C)=O)c1ccccc1-2 (stereo unspecified)	-3%
CCCCNC(=O)c1cccc(-n2cnc3cccnc32)c1C	-4%
Cc1cc(C)cc(NC(=O)C(=O)NCC(c2ccc3c(c2)OCO3)N2CCN(C)CC2)c1 (stereo unspecified)	4%
CCCCCCCC1(C)NC(=O)N(CC(=O)Nc2cc(C)on2)C1=O (stereo unspecified)	3%
CNc1oc(-c2ccccc2Cl)nc1P(=O)(c1ccccc1)c1ccccc1	0%
O=C1NCCCC1C(=O)N/N=C/c1ccccc1[N+](=O)[O-] (stereo unspecified)	1%
CCC1(CC)N=C(c2ccccc2)C(=S)N1	-2%
Cc1cccc(C(=O)NCCNC(=O)c2ccccn2)c1	1%
CCOc1ccccc1-c1nc(-c2ccc(-c3ccccc3)nc2OCC)no1	3%
CC(=O)c1cccc(NC(=O)CCc2c(C)nc3nc(CN)nn3c2C)c1	3%
